Screening data deposited in PubChem BioAssay by several laboratories.
MrgX1 ag: agonists of human MrgX1 receptor; hit rate 0.44% among 310,000; AID 588627; MrgX1-HEK293 cells, Fluo-4 calcium fluorescence, agonist mode; hits give high values; B-score at 10 µM; Q96LB2;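 active means calcium response B-score plate-corrected fluorescence ratio at least 3 library SD, with starting fluorescence B-score inside 5 SD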
Target sequence (Q96LB2 whole entry, looked up): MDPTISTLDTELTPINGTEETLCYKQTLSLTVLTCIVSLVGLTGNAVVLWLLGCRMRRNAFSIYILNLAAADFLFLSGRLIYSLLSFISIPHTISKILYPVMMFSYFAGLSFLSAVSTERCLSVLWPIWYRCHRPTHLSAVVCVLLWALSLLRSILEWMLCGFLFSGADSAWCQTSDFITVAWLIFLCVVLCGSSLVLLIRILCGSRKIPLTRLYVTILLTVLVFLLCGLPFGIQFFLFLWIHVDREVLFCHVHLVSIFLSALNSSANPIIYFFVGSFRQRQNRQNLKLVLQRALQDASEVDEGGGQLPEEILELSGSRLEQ
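Test system: HEK293 cells stably expressing human MrgX1 receptor; amount: 15,000 cells per well; doses: compound delivered in addition one of three; times: overnight plating before 1 h dye loading; detection: Fluo-4 NW calcium-flux fluorescence, kinetic read; read-out basis: B-scored fluorescence response ratio; controls: positive and negative controls per plate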
TMEM16A act: activates or potentiates the mouse TMEM16A chloride channel; hit rate 0.3% among 340,000; Q8BHY3; B-score at 10 µM; HEK293 TMEM16A/YFP-H148Q/I152L, iodide quench fluorescence; hits give low values;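 active means fluorescence-ratio B-score plate-corrected deviation score at least 3 library SD below zero, with starting fluorescence score within 5 deviations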;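 further: channel opened by trigger with iodide after compound preincubation; score built on the fluorescence ratio of max minus min over baseline; more negative score means more quench and so TMEM16A activation or potentiation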
TRPC6 activator: mouse TRPC6 channel activation; Q61143; HEK293-TRPC6 membrane potential dye fluorescence; hits give high values; B-score at 10 µM; hit rate 0.13% among 310,000;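 active means B-score of the integrated fluorescence ratio above library mean plus 3 SD, and starting fluorescence ratio within library mean plus 5 SD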;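 further: higher score means more depolarization so channel activation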
SKKanGAS inh: SKKanGAS growth inhibition; S. pyogenes SKKanGAS, kanamycin growth, BacTiter-Glo, 6 h; inhibition, % at 7.5 µM; hit rate 1.3% among 300,000; AID 1662;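 active means mean replicate score, as percent of positive control median, at least 50; inconclusive means mean below 50 but one replicate at or above 50; inactive means mean and every replicate below 50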;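 further: strain carries kanamycin resistance gene driven by streptokinase promoter and grows in 40 µg/ml kanamycin; loss of luminescence reflects streptokinase promoter inhibition or plain growth inhibition; 0% = median of DMSO wells and 100% = positive control at its reference dose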
TRPC4 agonist: activators of mouse TRPC4 channel | HEK293 TRPC4beta/mu-opioid, Fluo4 calcium fluorescence; hits give high values | B-score at 10 µM | hit rate 0.49% among 310,000 | AID 2237;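 active means B-score above 5 SD of library B-scores, and initial fluorescence ratio not above library mean plus 5 SD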;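 further: positive B-score marks a calcium rise read as TRPC4 activation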
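Test system: HEK293 cells stably co-expressing mouse TRPC4beta and mu-opioid receptor | Schedule: Fluo4 dye loading 45 min at room temperature, 110 s recording | Measured by: Kinetic Fluo4 calcium fluorescence, 5 s baseline at 1 Hz | Evaluation: B score of integrated ratio | Controls: Buffer (low) and maximal DAMGO (high)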
TRPC4 potent: TRPC4 (mouse) allosteric potentiation. HEK293 TRPC4beta/mu-opioid, DAMGO EC20, Fluo-4 Ca2+ flux; hits give high values. B-score at 10 µM. hit rate 0.42% among 310,000. Q9QUQ5;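 active means B-score of calcium response area above 5 SD of library B-scores, with initial fluorescence ratio within 5 SD of library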;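 further: B-score of integrated fluorescence ratio over time as area under calcium response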
TRPC6 inhibitor: mouse TRPC6 channel inhibition; HEK293-TRPC6, membrane potential dye, ACh-evoked depolarization; hits give low values; Q61143; B-score at 10 µM; hit rate 1.1% among 310,000;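 active means B-score under library mean minus 3 SD, initial fluorescence not abnormally high, positive integrated signal ratio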;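 further: B-score derived from integrated fluorescence ratio over the kinetic read; more negative B-score means stronger inhibition of depolarization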
ANO1 block: mouse TMEM16A channel inhibition, primary screen; Q8BHY3; HEK293 TMEM16A/YFP iodide influx fluorescence, ionomycin; normalized B-score (activity score, 25-100; higher = stronger inhibition) at 10 µM; hit rate 1.2% among 310,000; AID 588511;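 active means ratio plate-corrected score three or more library SD toward inhibition, starting fluorescence score within five deviations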;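 further: score derived from kinetic fluorescence span divided by baseline fluorescence per well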
MrgX1 PAM: human MrgX1 positive allosteric modulation, primary screen. Q96LB2. MrgX1-HEK293, Fluo-4 calcium flux, FDSS; hits give high values. B-score at 10 µM. hit rate 0.63% among 310,000;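 active means plate-corrected calcium response at least 3 library SD above typical, normal starting fluorescence, not activating the receptor alone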;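 further: compound read alongside a low EC10 to EC30 dose of BAM8-22 agonist; peak minus trough fluorescence over baseline measured at the second addition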
MrgX1 antagonist: human MrgX1 receptor antagonism, primary screen. MRGX1-HEK293 calcium flux, Fluo-4, BAM8-22 antagonism; hits give low values. hit rate 1.3% among 310,000. Q96LB2. AID 588676. B-score at 10 µM;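 active means calcium-response B-score plate-corrected more than 3 library SD below zero, starting fluorescence within 5 deviations, no agonist response on first addition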;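 further: peak minus trough fluorescence over baseline after final BAM8-22 challenge near maximal dose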
TRPC4 inh: blocks the mouse TRPC4 cation channel. hit rate 0.39% among 300,000. B-score at 10 µM. HEK293 TRPC4beta/mu-opioid, DAMGO-evoked Fluo4 calcium flux; hits give low values;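 active means B-score over 3 SD under the library average, no early fluorescence shift, positive overall ratio signal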
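Assay system: Stable TRPC4beta/mu-opioid receptor HEK293 cells | Reagent: DAMGO in two steps, submaximal then maximal | Compound dosing: Single concentration per test compound | Signal: Fluo4 Ca2+ flux fluorescence | Evaluation: Per-well B score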
An asterisk follows results filed as active; i = inactive; ? = inconclusive; · = not tested or not shown.

SMILES	MrgX1 ag	TMEM16A act	TRPC6 activator	SKKanGAS inh	TRPC4 agonist	TRPC4 potent	TRPC6 inhibitor	ANO1 block	MrgX1 PAM	MrgX1 antagonist	TRPC4 inh
CC(C)N1CCN(S(=O)(=O)c2ccc3ccccc3c2)CC1	i	i	i	-1.7	i	i	i	i	i	i	i
O=C(CSc1nc2cc(Cl)ccc2s1)N1CCN(C(=O)c2ccco2)CC1	i	i	i	3.7	i	i	i	i	i	i	i
CCOc1ccc(NC(=O)c2ccc(N3CC4CC(C3)c3cccc(=O)n3C4)c(NC(=O)CCN3CCOCC3)c2)cc1 (stereo not given)	i	i	i	-8.5	i	i	i	i	i	i	i
COC(=O)CSC1=C(C#N)C(c2ccccc2OC)C(C(=O)OC)C(=O)N1 (stereo not given)	i	i	i	-6.4	i	i	i	i	i	i	i
Cc1cc(NC(=O)c2ccco2)ncc1NC(=O)CCc1ccccc1	i	·	i	2.8	i	i	i	i	i	i	i
C=CCOc1ccc(C(c2c(C)n(C)n(-c3ccccc3)c2=O)c2c(C)n(C)n(-c3ccccc3)c2=O)cc1	i	i	i	5.5	i	i	i	i	i	i	i
O=C(NCC1CCCO1)c1c(O)c2c([nH]c1=O)CCCC2 (stereo not given)	i	i	i	-2.8	i	i	i	i	i	i	i
Cc1cc(Cl)ccc1OCC(=O)Nc1ccccc1NS(=O)(=O)c1cccs1	i	i	i	8.5	i	i	i	i	i	i	i
CCC/C=C1/CCCOC(C(=O)NCc2ccccn2)(C(F)(F)F)C1 (stereo not given)	i	i	i	6.0	i	i	i	i	i	i	i
COC(=O)c1c(C)oc(C)c1S(=O)(=O)Nc1ccc(C(C)C)cc1	i	i	i	9.3	i	i	i	i	i	i	i
COc1cccc(-c2cc(C(=O)Nc3ccccc3SC)no2)c1	i	i	i	-8.7	i	i	i	i	i	i	i
Cc1ccc(C(=O)N2CCc3ccccc32)cc1NC(=O)c1ccco1	i	i	i	-4.0	i	i	i	i	i	i	i
C=CCn1c(SCC(=O)NCC2CCCO2)nc2scc(-c3ccccc3)c2c1=O (stereo not given)	i	i	i	2.7	i	i	i	i	i	-5.15*	i
COc1ccc(CC2(CO)CCN(Cc3ccc4nsnc4c3)CC2)cc1	i	i	i	2.6	i	i	i	i	i	i	i
CC(C)c1ccccc1OCCNC(=S)NC(=O)c1cccnc1	i	i	i	-0.9	i	i	i	i	i	i	i
CCOc1ccc(N=C2C(=O)Nc3ccc(C)c(Br)c32)cc1	i	i	i	10.2	i	i	i	i	i	i	i
Cc1noc(C(=O)Nc2ccc(Cl)cc2)c1Cl	i	·	i	4.4	i	i	i	i	i	i	i
Cc1ccc(NC(=O)CN(C)C(=O)CNC(=O)c2cccs2)cc1	i	i	i	8.7	i	i	i	i	i	i	i
CSc1ccc(/C=N/n2c(COc3ccccc3)n[nH]c2=S)cc1	i	i	i	11.3	i	i	i	i	i	i	i
NS(=O)(=O)c1ccc2nc(NC(=O)CS(=O)(=O)c3ccc(F)cc3)sc2c1	i	i	i	2.7	i	i	i	i	i	i	i
Cc1cc(CN(C)C(=O)C2CCC(=O)N(CCc3ccccc3)C2)n[nH]1 (stereo not given)	i	i	i	-3.7	i	i	i	i	i	i	i
CC(C)CNC(=S)NNC(=O)c1nn(C)cc1Cl	i	i	i	-2.7	i	i	i	i	i	i	i
CN1CCN(NC(=O)CSc2ccc(Cl)cc2Cl)CC1	i	i	i	7.6	i	i	i	i	i	i	i
COc1cc2c(OC(C)=O)c3c(c(-c4ccc5c(c4)OCO5)c2cc1OC)C(=O)OC3	i	i	i	2.2	i	i	i	i	i	i	i
CO/N=C(\CS(=O)(=O)Cc1ccc(OC)cc1)c1ccc(Cl)cc1	i	i	i	-4.0	i	i	i	i	i	i	i
COc1ccccc1N1CCN(C(=O)c2cc(C3CC3)on2)CC1	i	i	i	-1.6	i	i	i	i	i	i	i
Cc1cc(-c2ccc(C(C)C)c(S(=O)(=O)N3CCN(c4ccccn4)CC3)c2)on1	i	i	i	32.1	i	i	i	i	i	i	i
CC(C)(C)C(=O)OCc1nc(-c2ccc(Cl)cc2)cs1	i	i	i	18.8	i	i	i	i	i	i	i
CSc1ccccc1C(=O)Nc1ccccc1C(=O)N1CCCC1	i	i	i	-2.1	i	i	i	i	i	i	i
Cc1ccc2cc3c(N)c(C(=O)N4CC(=O)Nc5ccccc54)sc3nc2c1	i	·	i	-1.0	i	i	i	i	i	i	i
C[n+]1cccc(/C=N/NC(=O)CC23CC4CC(CC(C4)C2)C3)c1	i	i	i	-7.2	i	i	i	i	i	i	i
Cc1oc(-c2cc(F)cc(F)c2)nc1CN1CCSCC1	i	i	i	2.9	i	i	i	i	i	i	i
O=C(CSC1CCCCC1)Nc1ccccc1Br	i	i	i	3.5	i	i	i	i	i	i	i
Cc1ccc(C2CC(=O)C(C=NCCN3CCN(C(=S)Nc4ccc(F)cc4)CC3)=C(O)C2)cc1 (stereo not given)	i	i	i	-4.6	i	i	i	i	i	i	i
CCN1CN(Cc2ccco2)CNC1=S	i	i	i	-3.2	i	i	i	i	i	i	i
O=C(O)c1ccc(S(=O)(=O)c2ccc3c(c2)C(=O)N(Cc2ccco2)C3=O)cc1	i	i	i	4.9	i	i	i	i	i	i	i
Cc1ccc(S(=O)(=O)N2CC=C(C(=O)NCc3ccccc3)CC2)cc1	i	i	i	-0.6	i	i	i	i	i	i	i
Cc1cccc(Oc2ccccc2NC(=O)c2cnccn2)c1	i	i	i	0.1	i	i	i	i	i	i	i
Cc1ccc(NC(=O)c2cc(C)nn2-c2ccccc2)cc1	i	i	i	-1.3	i	i	i	i	i	i	i
COc1ccccc1NC(=O)/C(C#N)=C/c1ccncc1	i	i	i	2.5	i	i	i	i	i	i	i
CCOC(=O)N1CCC(NC(=O)c2cc(S(=O)(=O)N3CCC4(CC3)OCCO4)ccc2F)CC1	i	i	i	1.2	i	i	i	i	i	i	i
O=C1CN(c2ccccc2)C(=S)N1C(=O)c1ccc(Br)cc1	i	i	i	15.1	i	i	i	i	i	i	i
C/C(CC(=O)Nc1ccc(Cl)cc1C(F)(F)F)=N\NC(=O)c1cccs1	i	i	i	-6.8	i	i	i	i	i	i	i
Cc1ccc(C)c(OCC(=O)NNC(=O)c2ccc(NC(=O)C3CC3)cc2)c1	i	i	i	·	i	i	i	i	i	i	i
COc1ccc(NC(=O)c2ccc(COc3ccccc3Br)o2)cc1OC	i	i	i	5.7	i	i	i	i	i	i	i
O=C(N/N=C/c1ccccc1C(=O)O)c1ccc(COc2cccc3cccnc23)cc1	i	i	i	-1.2	i	i	i	i	i	i	i
COC(=O)c1cscc1NC(C)=O	i	i	i	0.8	i	i	i	i	i	i	i
Cc1nc2cc(NCc3nc4ccccc4n3Cc3ccccc3)ccc2n1C	i	i	i	7.1	i	i	i	i	i	i	i
CC(C)(C)C(=O)N1CCN(c2ccc(Cl)cc2[N+](=O)[O-])CC1	i	i	i	-3.7	i	i	i	i	i	i	i
Nc1cc(S(=O)(=O)N2CCCCC2)ccc1Oc1ccc(Cl)cc1	i	i	i	-6.0	i	i	i	100*	i	i	i
C[C@H](N)c1nnc(SCC(=O)N(C)C)o1	i	i	i	-4.6	i	i	i	i	i	i	i
O=C(NCc1ccccc1)C1CCN(S(=O)(=O)c2ccc(N3CCCC3=O)cc2)CC1	i	i	i	-1.8	i	i	i	i	i	i	i
O=C(Nc1ccc2cn[nH]c2c1)c1ccc(Cl)c(S(=O)(=O)N2CCOCC2)c1	i	i	i	12.0	i	i	i	i	i	i	i
O=C1CNC(=O)/C1=C/c1ccc(O)cc1	i	i	i	-3.2	i	i	i	i	i	i	i
CCc1nnc(NC(=O)CN2CCN(S(C)(=O)=O)CC2)s1	i	i	i	-4.8	i	i	i	i	i	i	i
Nc1nc(SCCO)[nH]c(=O)c1NC(=O)c1ccc(Br)o1	i	i	i	0.7	i	i	i	i	i	i	i
O=C(CSc1nnc(NC(=O)c2ccccc2)s1)NCC1CCCO1 (stereo not given)	i	i	i	?	i	i	i	i	i	i	i
CCc1c(C)c(C#N)c2nc3ccccc3n2c1N(C)C	i	i	·	·	·	·	·	i	i	i	·
O=C1OC2CC3CC1CC(O)(C3)C2 (stereo not given)	i	i	i	-4.3	i	i	i	i	i	i	i
COc1cccc(C(C(=O)NC2CCCC2)N(C(=O)CNC(=O)c2ccco2)c2cccnc2)c1 (stereo not given)	i	i	i	-0.7	i	i	i	i	i	i	i
Carrying on.
SMILES	MrgX1 ag	TMEM16A act	TRPC6 activator	SKKanGAS inh	TRPC4 agonist	TRPC4 potent	TRPC6 inhibitor	ANO1 block	MrgX1 PAM	MrgX1 antagonist	TRPC4 inh
CC(C)NC(=O)CSc1nnc(-c2ccncc2)n1-c1ccccc1	i	i	i	-1.9	i	i	i	i	i	i	i
Cc1ccc(C(=O)NCCN2C3=NC[C@H](C(C)C)N3C[C@H]2Cc2ccc(O)cc2)cc1Br	i	i	i	-3.0	i	i	i	i	i	i	i
S=C(Nc1ccc(Cl)cc1)Nc1cccc2cnccc12	i	i	i	2.8	i	i	i	i	i	-5.17*	i
O=C(c1cc(-c2ccc(Cl)c(Cl)c2)on1)N1CCN(c2ccccc2)CC1	i	i	i	-2.9	i	i	i	i	i	i	i
CCOC(=O)c1c(C)c(-c2ccccc2)n(CC(=O)N2CCCC2)c1C	i	i	i	-0.9	i	i	i	i	i	i	i
COc1ccc(CC2(CO)CCN(CC3=Cc4cc(Cl)ccc4OC3)CC2)cc1	i	i	i	0.2	i	i	i	25*	i	i	i
COc1ccc(C2/C(=C(\O)c3ccc4c(c3)OCCO4)C(=O)C(=O)N2CCCn2ccnc2)cc1 (stereo not given)	i	i	i	-2.1	i	i	i	i	i	i	i

Compounds were not picked by outcome; 6.7% or so of the library scored in one or more.
